Bioassay records (PubChem BioAssay)
MITF inh = MITF inhibitors, primary screen, biochemical, AlphaScreen, human. Microphthalmia-associated transcription factor (Homo sapiens), O75030. AlphaScreen MITF homodimerization, bead proximity signal. inhibition, % at 2.6 µM. 650,000 compounds, 0.91% hits. AID 1259374, 2018; in the data active means inhibition above about 50%;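 further: 0% = vehicle wells with protein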
GPR151 ag = activators of human GPR151, primary screen, cell-based, PathHunter beta-arrestin, luminescence; G-protein coupled receptor 151 (Homo sapiens), Q8TDV0; PathHunter beta-arrestin GPR151 cells; activation, % at 11.2 µM; 650,000 compounds, 1% hits; AID 1508602, 2020; in the data active means activation above about 4.9%;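 further: 0% = median of compound wells and 100% = cells with positive control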
Target sequence (Q8TDV0 whole entry, looked up): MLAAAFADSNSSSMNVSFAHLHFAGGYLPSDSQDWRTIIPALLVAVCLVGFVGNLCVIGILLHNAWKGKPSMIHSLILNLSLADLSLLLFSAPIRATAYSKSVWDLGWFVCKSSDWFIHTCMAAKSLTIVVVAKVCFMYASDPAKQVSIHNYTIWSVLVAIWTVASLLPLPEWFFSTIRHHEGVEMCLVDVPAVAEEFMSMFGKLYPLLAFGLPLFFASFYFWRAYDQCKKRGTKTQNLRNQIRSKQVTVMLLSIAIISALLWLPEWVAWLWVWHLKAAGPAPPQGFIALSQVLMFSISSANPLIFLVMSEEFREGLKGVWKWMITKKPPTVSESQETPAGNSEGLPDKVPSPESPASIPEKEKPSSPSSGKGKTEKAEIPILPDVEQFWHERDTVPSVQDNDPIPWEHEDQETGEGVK
FBW7 act = FBW7 E3 ligase activators, primary screen, biochemical, AlphaScreen, human; normalized activity (activation), % at 26.1 µM; F-box/WD repeat-containing protein 7 (Homo sapiens), Q969H0; AlphaScreen FBW7–phospho-cyclin E peptide binding, activator screen; 650,000 compounds, 0.13% hits; in the data active means normalized activity above about 1.9%;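 further: purified mutant Fbw7 with reduced substrate affinity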
Target sequence (Q969H0 whole entry, looked up): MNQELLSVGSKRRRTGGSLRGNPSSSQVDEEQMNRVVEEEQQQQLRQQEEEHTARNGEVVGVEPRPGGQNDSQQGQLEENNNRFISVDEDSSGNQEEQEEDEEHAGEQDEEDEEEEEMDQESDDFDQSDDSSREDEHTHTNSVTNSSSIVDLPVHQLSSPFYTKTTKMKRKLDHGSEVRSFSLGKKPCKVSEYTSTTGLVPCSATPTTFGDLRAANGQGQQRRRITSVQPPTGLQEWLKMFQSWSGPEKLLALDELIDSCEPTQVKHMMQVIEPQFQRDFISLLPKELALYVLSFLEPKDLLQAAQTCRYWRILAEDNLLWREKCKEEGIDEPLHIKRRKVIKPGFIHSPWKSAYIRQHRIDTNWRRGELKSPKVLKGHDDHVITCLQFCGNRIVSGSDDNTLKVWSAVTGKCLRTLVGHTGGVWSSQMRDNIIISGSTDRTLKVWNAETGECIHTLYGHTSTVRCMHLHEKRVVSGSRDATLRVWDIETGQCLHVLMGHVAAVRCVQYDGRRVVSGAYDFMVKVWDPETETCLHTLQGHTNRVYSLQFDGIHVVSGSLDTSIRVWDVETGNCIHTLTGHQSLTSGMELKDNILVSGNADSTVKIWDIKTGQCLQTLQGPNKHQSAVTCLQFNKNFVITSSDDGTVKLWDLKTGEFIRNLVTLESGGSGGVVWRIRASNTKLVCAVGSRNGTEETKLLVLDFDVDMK
TEAD-YAP inh = TEAD-YAP interaction inhibition, primary screen, TEAD-YAP interaction inhibitor project, luminescence, HEK-TIYL cells | AID 1259422, 2018 | TEAD-Gal4/YAP UAS-luciferase luminescence | 640,000 compounds, 1.4% hits | inhibition, % at 9.12 µM; in the data active means inhibition above about 32%;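 further: 0% = median of test compound wells and 100% = reference inhibitor wells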
Numbers without * were called inactive; & = joins results of further samples; ! = not confirmed by another sample. The order is random. About 3.4% of those tested had a hit in this group.

| smiles | MITF inh | GPR151 ag | FBW7 act | TEAD-YAP inh |
| --- | --- | --- | --- | --- |
| NC(=O)c1ccc(NC(=O)CSc2nc3c(n2-c2ccccc2)CCCC3)cc1 | 6.5 | -2.5 | 0.0 | 7.4 |
| O=C(O)C(=O)c1cn(C2OCC(O)C(O)C2O)c2ccccc12 (centres undefined) | -11.8 | 1.2 | 0.0 | 8.2 |
| Cc1csc(=O)n1CC(=O)NCc1ccc(Cl)cc1 | 4.2 | -0.3 | 0.1 | -4.7 |
| O=C(Nc1ccccn1)c1ccc2c(c1)OCCO2 | -1.0 | -10.0 | -0.1 | 20.8 |
| COC(=O)c1cc(S(=O)(=O)NC2CCN(Cc3ccccc3)CC2)cn1C | 3.7 | -0.7 | -0.1 | 5.2 |
| O=C(O)C(O)c1ccc(Br)cc1 (centres undefined) | 5.5 | 2.2 | 0.0 | -2.4 |
| Cc1cc(=O)oc2cc(OCC(=O)OC(C)(C)C)c(Cl)cc12 | 11.1 | -0.1 | 0.1 | -15.3 |
| CCN(Cc1ccncc1)Cc1c(C(=O)N2CCCCCC2)nc2cc(C)ccn12 | -2.8 | -0.5 | 0.0 | -6.4 |
| O=C(Nc1nnc(-c2ccc(F)cc2)o1)c1cccc([N+](=O)[O-])c1 | 1.9 | 0.8 | -0.2 | 7.9 |
| CS(=O)(=O)N1Cc2ccccc2CC1C(=O)OCc1nnc(-c2ccc(Cl)cc2)o1 (centres undefined) | -1.3 | -1.2 | 0.1 | -6.0 |
| Cn1cnc(-c2ccnc(Nc3ccc(N4CCOCC4)cc3)c2)n1 | 1.7 | 0.5 | -0.4 | 14.8 |
| COc1cccc(/C=C/C(=O)OCC(=O)NC(C)(C)C)c1 | 14.4 | 0.7 | -0.1 | 2.3 |
| COC(=O)c1ccccc1NC(=O)n1ncc2cc(Cl)ccc21 | -0.7 | 2.0 | 0.1 | 5.5 |
| CC1(C)C2CCC1(C)C(OC(=O)C[N+]1(C)CCCC1)C2 (centres undefined) | 15.6 | -0.4 | 0.0 | 1.3 |
| Cc1ccc(C(=O)Nc2ccc(Br)cn2)o1 | -13.2 | -4.7 | -0.2 | -55.5 |
| CSc1ccc(-c2noc(-c3cn(C)c4ccc(C)cc4c3=O)n2)cc1 | 47.0 | 2.3 | 0.1 | -6.0 |
| CCOC(=O)c1c(NS(=O)(=O)c2ccc(F)cc2)sc(C)c1C | 3.7 | 0.1 | -0.3 | -6.2 |
| NC(=O)CSc1nccn1Cc1ccco1 | 14.8 | -0.4 | 0.2 | -1.8 |
| COc1ccc(CN2CCN(Cc3ccn[nH]3)CC2CCO)cc1C (centres undefined) | -3.6 | 2.6 | -0.1 | 1.3 |
| CCOC(=O)N1CCN(C(=O)/C(=C\c2cccs2)NC(=O)c2cccs2)CC1 | 1.0 | 4.1 | 0.0 | 2.4 |
| O=C(CN1CCN(S(=O)(=O)c2ccc(Cl)cc2)CC1)Nc1ccccc1F | 7.1 | 0.3 | -0.1 | 9.9 |
| Cc1cccc(Cn2c(N3CCN(C)CC3)nc3c2c(=O)n(C)c(=O)n3C)c1 | 10.9 | 1.1 | -0.2 | 12.2 |
| C/C(=N\Nc1ccc([N+](=O)[O-])cc1S(=O)(=O)Nc1ccc(Cl)cc1)c1ccco1 | 11.8 | 0.2 | -0.2 | 6.2 |
| COc1ccc(/C=C2\SC(N3CCN(Cc4ccccc4)CC3)=NC2=O)c(OC)c1 | 5.6 | 0.2 | 0.0 | -7.0 |
| CCCN(CCC)S(=O)(=O)c1ccc(NC(=O)C(Cl)Cl)cc1 | 15.1 | -0.5 | 0.2 | 7.0 |
| COC(=O)c1cc(Br)ccc1-c1ccc(/C=N/n2cnnc2)o1 | 6.1 | 0.5 | 0.1 | -4.6 |
| Cc1cc(/C=N/Nc2ccccc2C(=O)O)c(C)n1CC(F)(F)F | 9.1 | -0.1 | 0.0 | -73.1 |
| Cc1ccc(Nc2nnc(SCC(=O)Nc3ccc(N4CCOCC4)cc3)s2)cc1 | 18.5 | -1.2 | 0.1 | 3.7 |
| COc1ccc(OC(C)=O)c(/C=C2\N=C(c3cccc(C)c3)OC2=O)c1 | -2.1 | -0.7 | 0.1 | -3.1 |
| Cc1ccccc1-c1cc(=O)c2cc(Cl)ccc2o1 | -5.5 | -0.9 | -0.1 | -45.1 |
| C[C@@H](OCc1ccccc1)[C@@H]1NC(=O)[C@H]2CN(C(=O)c3cccc(Cl)c3)CCN2C1=O | 11.3 | 0.3 | 0.1 | 3.8 |
| CC1CCN(c2nc3nonc3nc2N2CCC(C)CC2)CC1 | 5.2 | -0.1 | 0.6 | 3.0 |
| CC(C)(C)c1ccc(-c2n[nH]c(=S)n2-c2ccccc2)cc1 | 13.2&-0.3 | 5.1*! | -0.1&-0.1 | 0.5&3.8 |
| CCOc1ccccc1C1C2(C#N)C(N)=NC(OC)(OC)C12C#N (centres undefined) | 25.2 | -0.6 | -0.1 | 4.9 |
| FC(F)(F)c1cc(CO[C@H]2CCCN[C@H]2c2ccccc2)cc(C(F)(F)F)c1 | 5.9&-2.5 | 0.2&1.2 | 0.1&0.0 | -5.1 |
| Cc1nc(N2CCOCC2)cc(N2CCN(S(=O)(=O)Cc3ccccc3)CC2)n1 | -11.4 | -0.1 | 0.0 | -7.1 |
| CCOC(=O)C1=C(C)NC2=C(C(=O)C(C(=O)OCC)C(c3ccc(OC)cc3)C2)C1c1ccc(OC)cc1 (centres undefined) | -10.6 | 3.5 | 0.1 | 1.9 |
| CCCc1[nH]nc2c1C1(C(C#N)=C(N)O2)c2ccccc2-c2ccccc21 | -2.3 | -1.6 | 0.0 | -5.7 |
| COc1ccc(CCNC(=O)c2nc(-c3ccccc3)oc2C)cc1OC | 16.8 | -0.4 | -0.1 | -1.1 |
| CCOC(=O)N1CCC(N(CCN(C)C)C(=S)Nc2ccccc2Cl)CC1 | 1.7 | 0.0 | 0.1 | -1.6 |
| O=C(CN1CCCC1)NCC1Cc2cc(-c3cnccn3)ccc2O1 (centres undefined) | 8.0 | -0.9 | -0.1 | -1.4 |
| CN(c1nnc(NC(=O)Nc2ccccc2C(F)(F)F)s1)C1CCCCC1 | 5.4 | 1.8 | 0.1 | -8.0 |
| COc1ccc(OCC(=O)Nc2ccc(-c3nc4ccccc4o3)cc2)cc1 | 11.9 | 0.8 | 0.0 | -39.9 |
| COc1ccc(/C(O)=C2\C(=O)C(=O)N(CCCN3CCOCC3)C2c2ccc(OC)cc2)cc1 (centres undefined) | 10.4 | 2.7 | -0.1 | -3.0 |
| FC(F)(F)c1ccccc1Nc1nc(-c2ccncc2)cs1 | 6.6 | -0.4 | 0.6 | -3.6 |
| CCCOc1c(OC)cccc1C1NC(=S)NC(C)=C1C(=O)OC (centres undefined) | 13.5 | 0.9 | 0.2 | 4.7 |
| CCc1ccc(CN2CCC(C(=O)Nc3ccc(-n4nc(C)cc4C)cc3)CC2)o1 | 13.3 | 0.8 | 0.3 | 9.7 |
| Cc1cccc2nc(-c3cccc(NC(=O)C4CCCCC4C(=O)O)c3)cn12 (centres undefined) | -2.7 | -4.7 | -0.2 | -0.1 |
| CNC(=O)/C(C#N)=C/c1cn(CC(=O)NCCOC)c2ccccc12 | 5.7 | -0.1 | 0.0 | 3.7 |
| c1ccc(Nc2nc(Nc3cccnc3)nc3c2ncn3-c2ccccc2)cc1 | 15.1 | -1.8 | 0.3 | 34.5* |
| CCn1c(=O)c2sccc2n2c(CCCC(=O)NCCc3c[nH]c4ccccc34)nnc12 | 2.1 | 0.7 | -0.1 | 1.3 |
| C=CCN(c1ccc(C(=O)NCCSCc2ccccc2)cc1)S(C)(=O)=O | 12.6 | -0.6 | 0.0 | -10.5 |
| Cc1ccc2c(c1)C(c1ccccc1)=NNC(c1cccnc1)=N2 | 4.2 | 1.3 | -0.2 | -2.6 |
| Cc1ccc2c(c1)NC(c1ccc3c(c1)OCO3)C1=C(CC(c3ccccc3)CC1=O)N2 (centres undefined) | 17.8 | -0.6 | 0.1 | -35.2 |
| COc1ccc(-n2c(SCc3ccccc3)nc3c(c2=O)C2(CCCCC2)Cc2ccccc2-3)cc1 | -6.4 | 0.7 | 0.0 | 5.7 |
| c1cncc(-c2nn3c(C4COc5ccccc5O4)nnc3s2)c1 (centres undefined) | 6.0 | -0.6 | -0.1 | -11.0 |
| CC(NS(=O)(=O)c1ccc2c(c1)n(C)c(=O)c(=O)n2C)c1ccccc1 (centres undefined) | -9.3 | -0.6 | 0.2 | 0.7 |
| COc1ccc(S(=O)(=O)N2CCN(c3ncccn3)CC2)cc1[N+](=O)[O-] | -1.4 | 2.2 | -0.2 | -0.3 |
| CN(C)C(=O)COC(=O)c1n[nH]c2ccccc12 | 0.6 | -1.3 | 0.0 | -4.7 |
| O=C(c1ccc(F)cc1)N1CCCCC(Sc2nnc3sc4ccccc4n23)C1=O (centres undefined) | -3.2 | -1.3 | 0.1 | -20.2 |

(further entries)
| smiles | MITF inh | GPR151 ag | FBW7 act | TEAD-YAP inh |
| --- | --- | --- | --- | --- |
| CC(=O)c1ccc(-c2ccc(/C=C\c3onc(C)c3[N+](=O)[O-])o2)cc1 | -0.4 | 2.1 | 0.1 | -17.2 |
| O=C(CN1C(=O)CN(c2ccccc2)C1=O)Nc1cccc2ccccc12 | 19.6 | 3.2 | 0.3 | 8.5 |
| CN1CCN(C(=O)CSc2ccsc2[N+](=O)[O-])CC1 | -2.4 | -0.6 | -0.1 | -2.1 |
| CCOC(=O)Nc1nc2ccccc2[nH]1 | 25.6 | -1.3 | 0.2 | -4.8 |
| COc1ccc(OC)c(NC(=O)COc2ccc3c(-c4ccccc4)cc(=O)oc3c2)c1 | -2.7 | 0.3 | -0.1 | -0.3 |
| CC(C)CCNC(=O)CSc1nc2ccsc2c(=O)n1Cc1ccc2c(c1)OCO2 | -2.1 | -1.8 | 0.9 | -3.6 |
| Cc1cc(C)n(-c2nc(Nc3ccc(OC(F)(F)F)cc3)nc(-n3nc(C)cc3C)n2)n1 | 21.3 | -1.8 | 0.3 | -10.5 |
| CCOC(=O)C1=C(c2ccccc2)N=c2s/c(=C\c3ccc(OCc4ccccc4C#N)c(OC)c3)c(=O)n2C1c1cccs1 (centres undefined) | -3.7 | 0.6 | -0.1 | 7.2 |
| COc1ccc(-c2nc3n(n2)C(c2ccc(O)cc2)C(C(N)=O)=C(C)N3)cc1 (centres undefined) | 15.0 | -2.0 | 0.7 | 7.2 |
| O=C(c1c(F)cccc1F)N1CCC(n2nnc3cc(F)ccc32)CC1 | -1.8 | -0.4 | -0.1 | -9.7 |
| CC(=O)c1ccc(N2CCN(S(=O)(=O)c3ccccc3)CC2)c(F)c1 | 3.6 | 0.3 | 0.0 | -2.7 |
| O=C1C(=CN2CCN(c3ccc([N+](=O)[O-])cc3)CC2)C(=O)c2ccccc21 | -8.7 | 2.7 | -0.1 | -21.0 |

Rewritten field by field: entries from further up
Compound: COC(=O)c1cc(Br)ccc1-c1ccc(/C=N/n2cnnc2)o1
  MITF inh: 6.1
  GPR151 ag: 0.5
  FBW7 act: 0.1
  TEAD-YAP inh: -4.6

Compound: Cc1cc(/C=N/Nc2ccccc2C(=O)O)c(C)n1CC(F)(F)F
  MITF inh: 9.1
  GPR151 ag: -0.1
  FBW7 act: 0.0
  TEAD-YAP inh: -73.1

Compound: Cc1ccc(Nc2nnc(SCC(=O)Nc3ccc(N4CCOCC4)cc3)s2)cc1
  MITF inh: 18.5
  GPR151 ag: -1.2
  FBW7 act: 0.1
  TEAD-YAP inh: 3.7

Following part
| smiles | MITF inh | GPR151 ag | FBW7 act | TEAD-YAP inh |
| --- | --- | --- | --- | --- |
| O=C(c1cc2cc(Br)ccc2oc1=O)N1CCSC1c1ccccc1 (centres undefined) | 4.5 | 1.5 | -0.1 | -3.4 |
| C/C(CC(=O)Nc1ccc(C)cc1)=N/NC(=O)COc1ccc(C)cc1Br | 0.3 | -0.7 | 0.0 | -4.7 |
| COc1ccc(/C=N/NC(=O)C(C)SCc2ccccc2)cc1 (centres undefined) | 9.5 | 0.4 | 0.0 | 4.1 |
| COc1ccc(N2CC(C(=O)OCC(=O)Nc3ccc(Cl)cc3)CC2=O)cc1 (centres undefined) | 8.1 | 1.1 | 0.1 | 19.7 |
| Cc1ccc([N+](=O)[O-])cc1NC(=O)c1nc(S(C)(=O)=O)ncc1Cl | -7.0 | 2.3 | 0.1 | -8.0 |
| CC(=O)c1ccc(NC2=C(N3CCCCC3)C(=O)c3ccccc3C2=O)cc1 | 2.7 | -1.6 | 0.0 | -3.9 |
| Cc1cc(NCCO)nc2ccccc12 | 3.0 | -0.2 | 0.0 | 3.9 |
| NC1C2CC3CC1CC(S)(C3)C2 (centres undefined) | -14.8 | 0.1 | -0.1 | -13.6 |
| CC1CCCC(C)N1C(=O)COC(=O)CCS(=O)(=O)c1ccc(Cl)cc1 (centres undefined) | 9.4 | -2.1 | 0.2 | -4.4 |
| O=S(=O)(NCC(c1ccco1)S(=O)(=O)c1ccc(F)cc1)c1cccs1 (centres undefined) | -5.0 | 11.1* | 0.0 | 2.6 |
| Cc1cc(O)c(NC(=O)c2ccc(-c3cccc(Cl)c3)o2)cc1C | -5.0 | -0.7 | 0.0 | -2.4 |
| CC(C)CN1CCN(Cc2cccc(OCCO)c2)CC1CCO (centres undefined) | -2.5 | -1.9 | -0.3 | -0.1 |
| CSc1ccc(-c2ccc(C(=O)N3CCN(C)CC3)c(N(C)C)n2)cc1 | -6.7 | 0.4 | -0.1 | 2.7 |
| NCCn1ncc2c(N3CCN(c4ccc(F)cc4)CC3)ncnc21 | 11.1 | -1.7 | 0.2 | 1.5 |
